Screening results deposited in PubChem BioAssay by several laboratories.
FAS TE block – FAS thioesterase (human) inhibition; recombinant FAS-TE, OMFH fluorogenic substrate, fluorescence endpoint; AID 602261; P49327; inhibition, % at 15 µM; hit rate 0.67% among 360,000;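 active = compounds whose normalised, plate-corrected inhibition of enzyme fluorescence in the single-dose primary screen is 50% or more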;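 note: 0% = DMSO with enzyme and 100% = substrate without enzyme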
MLLE-PAM2 inh – blocks PAM2 peptide binding to the PABP1 MLLE domain; P11940; hit rate 0.36% among 360,000; inhibition, % at 20 µM; GST-MLLE / FITC-PAM2 fluorescence polarization; in the data active = inhibition above about 35%, passing the limit was not always enough;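 note: plate controls were DMSO wells with GST-MLLE for no effect and wells lacking GST-MLLE protein for full effect; some results filed as inactive read as strong as hits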
Rin1 Abl inh – blocks binding of human Rin1 to Abl; P00519+Q13671; TR-FRET Rin1/Abl binding, biochemical; inhibition, % at 7.35 µM; hit rate 0.4% among 360,000; AID 588664; in the data active = inhibition above about 5%, passing the limit was not always enough
CSN deneddyl inh – blocks human CSN-mediated cullin deneddylation. hit rate 0.38% among 360,000. Purified CSN, SCF-Nedd8-OG deneddylation, fluorescence polarization. Q92905. inhibition, % at 12.5 µM;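 active = pattern-corrected inhibition above about 35%, with an unprinted fluorescence ratio check between 0.5 and 1.5, limit read from the data, passing the limit was not always enough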;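 note: 0% = enzyme with substrate and 100% = substrate without enzyme; some results filed as inactive read as strong as hits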
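test system = HEK293T-derived human Csn5 enzyme | amount = 0.24 nM Csn5 enzyme, final concentration | medium = Tris/NaCl/DTT buffer, pH 7.5 | schedule = 90 min reaction at room temperature | signal = FP | evaluation = inhibition of Csn5 cleavage, % | compound dosing = single dose of 12.5 µM compound with 0.25% DMSO | probe or stimulus = 10 nM SCFSkp2-Nedd8OG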
MT1-MMP act inh – inhibitors of human MT1-MMP activation. GFP/RFP ratio change, % at 20 µM. HT1080 RFP-PRO-GFP cells, GFP/RFP ratio fluorescence, overnight; percent of plate control window, DMSO zero. P50281. hit rate 0.061% among 360,000;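 active = GFP/RFP ratio change of at least 30% with cell ATP level not reduced by more than half and red fluorescence within 50% of control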; note: strong numbers were not always called active
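Assay system: HT1080 RFP-PRO-GFP cells | Dosing: 20 µM single dose, 1% DMSO | Incubation: Cells overnight before dosing, compound overnight, 37 °C, 5% CO2 | Evaluation: GFP/RFP fluorescence ratio | Control set: DMSO-only wells and HT1080 RFP-L50D-GFP cell wells as references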
eLon inh – inhibits E. coli Lon protease | P0A9M0 | purified E. coli Lon protease, fluorescence polarization | inhibition, % at 7.94 µM | hit rate 0.42% among 360,000; in the data active = inhibition above about 13%, passing the limit was not always enough;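 note: 0% = enzyme with probe and DMSO and 100% = no enzyme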
Target sequence (P0A9M0 whole entry, looked up): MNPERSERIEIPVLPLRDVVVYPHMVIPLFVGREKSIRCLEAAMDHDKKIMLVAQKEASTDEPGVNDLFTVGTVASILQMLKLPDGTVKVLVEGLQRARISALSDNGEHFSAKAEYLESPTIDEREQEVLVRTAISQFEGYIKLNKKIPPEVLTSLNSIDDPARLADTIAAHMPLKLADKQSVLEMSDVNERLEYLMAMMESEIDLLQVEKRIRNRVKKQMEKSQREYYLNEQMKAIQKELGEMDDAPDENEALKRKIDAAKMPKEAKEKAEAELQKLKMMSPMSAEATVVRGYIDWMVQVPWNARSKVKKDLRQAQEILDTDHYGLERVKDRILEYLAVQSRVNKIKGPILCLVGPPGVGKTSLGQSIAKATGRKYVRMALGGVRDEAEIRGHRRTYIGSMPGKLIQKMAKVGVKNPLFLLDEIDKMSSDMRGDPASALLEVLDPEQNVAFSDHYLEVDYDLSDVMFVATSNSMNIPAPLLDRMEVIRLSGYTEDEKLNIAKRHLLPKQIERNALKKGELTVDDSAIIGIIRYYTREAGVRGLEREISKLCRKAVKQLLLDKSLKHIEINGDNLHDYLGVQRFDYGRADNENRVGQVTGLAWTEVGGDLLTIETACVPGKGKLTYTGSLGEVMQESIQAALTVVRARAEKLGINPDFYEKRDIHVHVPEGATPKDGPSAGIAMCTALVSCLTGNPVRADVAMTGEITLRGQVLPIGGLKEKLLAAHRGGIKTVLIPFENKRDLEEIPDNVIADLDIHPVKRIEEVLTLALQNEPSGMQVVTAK
MsrA inhibitor – bovine MsrA inhibition. purified bovine MsrA, absorbance read-out. inhibition, % at 15.5 µM. hit rate 0.75% among 360,000. AID 651718; in the data active = inhibition above about 4.5%;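 note: 0% = vehicle wells with enzyme and 100% = reference inhibitor wells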
MsrA act – bovine methionine sulfoxide reductase A activation. purified bovine MsrA, absorbance read-out. activation, % at 10.6 µM. hit rate 0.3% among 360,000. AID 602163; in the data active = activation above about 7.5%;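 note: 0% = vehicle and 100% = reference activator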
Rpn11 inh – blocks the human proteasome subunit Rpn11; hit rate 0.59% among 360,000; calls only at 20 µM; O00487; human 26S proteasome, Ub4-pepOG fluorescence polarization; 20S core pre-blocked with epoxomicin;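 active = inhibition at 20 µM, scaled to each plate's controls, above about 33%, limit read from the data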
Target sequence (O00487 whole entry, looked up): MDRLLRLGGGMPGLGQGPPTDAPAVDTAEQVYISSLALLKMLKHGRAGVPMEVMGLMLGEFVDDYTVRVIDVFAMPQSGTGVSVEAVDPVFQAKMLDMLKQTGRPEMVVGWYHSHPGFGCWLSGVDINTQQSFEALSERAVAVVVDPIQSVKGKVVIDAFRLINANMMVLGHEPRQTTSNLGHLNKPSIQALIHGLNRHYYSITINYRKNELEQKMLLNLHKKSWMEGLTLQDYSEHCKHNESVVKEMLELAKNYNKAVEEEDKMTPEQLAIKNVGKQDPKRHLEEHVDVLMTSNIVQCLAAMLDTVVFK
* marks the source's active call; other numbers are inactive results; i = inactive; / = no result given; + = active, no number.

| Structure | FAS TE block | MLLE-PAM2 inh | Rin1 Abl inh | CSN deneddyl inh | MT1-MMP act inh | eLon inh | MsrA inhibitor | MsrA act | Rpn11 inh |
| --- | --- | --- | --- | --- | --- | --- | --- | --- | --- |
| COC(=O)[C@H](C)NC(=O)Nc1cccc(Br)c1 | -4 | -4 | -1 | -3 | 0 | -2 | -0.3 | -4 | i |
| COc1ccc(-n2nc(C(=O)N3CCN(Cc4ccc5c(c4)OCO5)CC3)c3ccccc3c2=O)cc1 | 0 | -4 | 5 | -1 | 2 | 1 | 1.6 | -3 | i |
| CC(=O)Nc1ccc(NC(=S)NC(=O)C2CCCC2)cc1 | -4 | 28 | 2 | -2 | -1 | -9 | 2.5 | 2 | i |
| CCOc1cccc(/C(O)=C2/C(=O)C(=O)N(Cc3cccnc3)C2c2ccco2)c1 (centres undefined) | -2 | 4 | 2 | 2 | -2 | -4 | 2.4 | -13 | i |
| COc1ccc(/C=N/Nc2cc(C)nc(NS(=O)(=O)c3ccc(C)cc3)n2)cc1 | 13 | 10 | 1 | 0 | -6 | 2 | 2.9 | -2 | i |
| O=C(Nc1cccnc1)OCc1ccccc1 | -6 | 3 | 0 | -1 | -1 | -5 | 0.1 | -1 | i |
| COc1cccc(-n2nnnc2S(C)(=O)=O)c1 | 37 | 11 | 0 | 4 | -3 | 2 | / | -5 | i |
| O=C(c1ccccc1)c1cnc(Nc2ccc(Cl)c(Cl)c2)s1 | -1 | -14 | -6 | -2 | 8 | 2 | 0.4 | -4 | i |
| COCCCNS(=O)(=O)c1ccccc1 | -10 | 2 | 3 | -1 | 2 | 0 | 0.4 | -2 | i |
| COc1ccc(Cc2nc(N)nc(N)n2)cc1 | -4 | 13 | -3 | 1 | 7 | -2 | 0.5 | 1 | i |
| Cc1cc(NC(=O)c2sc(Nc3cccc(C(F)(F)F)c3)nc2N)no1 | 9 | -5 | -2 | -1 | 8 | -5 | 2.4 | -4 | i |
| O=c1[nH]c(N/N=C/c2ccccc2Br)nnc1-c1ccccc1 | 0 | -2 | -2 | -3 | -62 | -3 | -0.2 | -5 | i |
| COc1ccc(C(=O)NCc2nnc(SCC(=O)NC3CCCCC3)o2)cc1 | -4 | -1 | 7 | 1 | 2 | -5 | 0.7 | -1 | i |
| COc1ccccc1NS(=O)(=O)c1cccc(C(=O)NCC(c2ccco2)N2CCCC2)c1 (centres undefined) | -2 | -3 | 1 | 2 | 2 | 2 | -0.3 | -4 | i |
| N#CC(C#N)=Cc1cccn1-c1ccc(S(N)(=O)=O)cc1 | 6 | 9 | 5 | -14 | 1 | -3 | 2.3 | -12 | i |
| CCOC(=O)c1c(/N=C/c2ccccc2O)sc2c1CCC2 | 11 | -15 | -1 | -6 | -2 | -9 | -0.7 | -3 | i |
| O=C(Cc1ccccc1)NC1(O)C(=O)c2ccccc2C1=O | -3 | 29 | 4 | -5 | 4 | -2 | -1.0 | -2 | i |
| CCn1c(CCC(=O)Nc2ccccc2F)nnc1SCC(=O)Nc1ccc(OC)cc1 | -2 | -6 | 1 | -3 | -2 | 4 | -0.3 | -3 | i |
| Cc1ccccc1C(=O)N1CCN(c2ccc(NC(=O)CSc3ccc(Cl)cc3)cc2)CC1 | 16 | 8 | -4 | 2 | -13 | 1 | 2.1 | 1 | i |
| CCOC(=O)N1CCN(S(=O)(=O)c2ccc(C)cc2)C1c1ccccc1 (centres undefined) | 5 | 16 | 2 | 1 | -7 | 0 | -1.2 | 4 | i |
| O=C(O)c1cc(S(=O)(=O)N2CCN(C(=O)c3ccco3)CC2)c(Cl)cc1Cl | -6 | 7 | 0 | -3 | -1 | -5 | -0.8 | -1 | i |
| O=C(O)c1cc(S(=O)(=O)N2CCOCC2)ccc1N1CCOCC1 | -7 | -13 | 1 | 1 | 0 | -2 | -0.7 | -2 | i |
| Cc1ccc(S(=O)(=O)Nc2cc(C)nn2-c2ccccc2)cc1 | -8 | 4 | -4 | 6 | 1 | -7 | -0.6 | -3 | i |
| Cc1cc(Cl)ccc1Oc1ccccc1C(=O)CC#N | 5 | -2 | 4 | -9 | -2 | -3 | 1.4 | -8 | + |
| CCNC(=O)CN1C(=O)NC2(CCOc3ccccc32)C1=O (centres undefined) | -4 | -7 | 0 | 4 | 1 | -4 | 0.4 | -3 | i |
| O=C(O/N=C(\c1ccccc1)c1ccncc1)c1ccccc1F | 3 | 3 | 0 | -1 | -4 | -7 | 0.5 | -2 | i |
| CSc1nc(-c2ccccc2)nn1C(=O)c1ccc(C)cc1 | 25 | -7 | 1 | 6 | -5 | 2 | -0.7 | -3 | i |
| O=c1c(-c2ccco2)[n+]([O-])c2ccccc2n1OCc1ccccc1F | -1 | 0 | -5 | 6 | 9 | 6 | 1.2 | -1 | i |
| CN(C(=O)c1cccc(NC(=O)Cc2cccc(NC(=O)C3CCN(C(=O)C4CC4)CC3)c2)c1)C1CC1 | -10 | -5 | -1 | -4 | 1 | 4 | 0.9 | 3 | i |
| Cc1ccccc1C(=O)NNC(=O)/C=C\C(=O)O | -2 | 2 | -2 | -7 | -1 | 2 | -0.9 | -6 | i |
| CCN(CC)C(=O)c1cccc(-c2csc(C(C)(NC(C)=O)c3ccccc3)n2)c1 (centres undefined) | 0 | 6 | 0 | -2 | -2 | -4 | 1.6 | -8 | i |
| Cc1cccc2cc(C#N)c(NCCNC(=S)NCCCN3CCOCC3)nc12 | -8 | 23 | -6 | 3 | 9 | -3 | -0.5 | -2 | i |
| COc1cccc(NS(=O)(=O)c2csc(C(N)=O)c2)c1 | -4 | -11 | 5 | -4 | 3 | -2 | -0.8 | -2 | i |
| Cc1ccccc1NC(=O)COC(=O)CCc1c[nH]c2ccccc12 | -4 | 1 | 3 | 1 | 1 | 5 | -0.2 | -10 | i |
| C/C(NCC(C)(C)CN(C)C)=C(/C#N)C(=O)NCc1ccccc1 | -8 | 15 | 1 | -2 | -1 | -6 | 1.5 | -2 | i |
| CCN(CC)CC#CCC(O)(c1ccccc1)C1CCCC1 (centres undefined) | -11 | 0 | 0 | -3 | 2 | -9 | -1.1 | -12 | i |
| Cc1cccc(C)c1NC(=O)COC(=O)CCc1c[nH]c2ccccc12 | -1 | -11 | 5 | 3 | 8 | 3 | 0.8 | -4 | i |
| CCOC(=O)c1ccc(Oc2coc3cc(O)ccc3c2=O)cc1 | -3 | 2 | -1 | -2 | 3 | 3 | 1.4 | -2 | i |
| CN(C)/C=C/C(=O)c1ccc(N2CCN(c3ncc(C(F)(F)F)cc3Cl)CC2)cc1 | -5 | 1 | 2 | -1 | -12 | -30 | 0.9 | -2 | i |
| O=C(COc1ccccc1)Nc1cccc(-c2nc3ccccc3[nH]2)c1 | -6 | 6 | -1 | -17 | 4 | -4 | -0.2 | -6 | i |

Pulled by structure from the entries so far, five records:
| Structure | FAS TE block | MLLE-PAM2 inh | Rin1 Abl inh | CSN deneddyl inh | MT1-MMP act inh | eLon inh | MsrA inhibitor | MsrA act | Rpn11 inh |
| --- | --- | --- | --- | --- | --- | --- | --- | --- | --- |
| CCN(CC)C(=O)c1cccc(-c2csc(C(C)(NC(C)=O)c3ccccc3)n2)c1 (centres undefined) | 0 | 6 | 0 | -2 | -2 | -4 | 1.6 | -8 | i |
| Cc1cccc2cc(C#N)c(NCCNC(=S)NCCCN3CCOCC3)nc12 | -8 | 23 | -6 | 3 | 9 | -3 | -0.5 | -2 | i |
| CN(C)/C=C/C(=O)c1ccc(N2CCN(c3ncc(C(F)(F)F)cc3Cl)CC2)cc1 | -5 | 1 | 2 | -1 | -12 | -30 | 0.9 | -2 | i |
| COc1cccc(NS(=O)(=O)c2csc(C(N)=O)c2)c1 | -4 | -11 | 5 | -4 | 3 | -2 | -0.8 | -2 | i |
| Cc1cccc(C)c1NC(=O)COC(=O)CCc1c[nH]c2ccccc12 | -1 | -11 | 5 | 3 | 8 | 3 | 0.8 | -4 | i |

Part of the list above in order of molecular weight, falling:
| Structure | FAS TE block | MLLE-PAM2 inh | Rin1 Abl inh | CSN deneddyl inh | MT1-MMP act inh | eLon inh | MsrA inhibitor | MsrA act | Rpn11 inh |
| --- | --- | --- | --- | --- | --- | --- | --- | --- | --- |
| Cc1cccc(C)c1NC(=O)COC(=O)CCc1c[nH]c2ccccc12 | -1 | -11 | 5 | 3 | 8 | 3 | 0.8 | -4 | i |
| C/C(NCC(C)(C)CN(C)C)=C(/C#N)C(=O)NCc1ccccc1 | -8 | 15 | 1 | -2 | -1 | -6 | 1.5 | -2 | i |
| COc1cccc(NS(=O)(=O)c2csc(C(N)=O)c2)c1 | -4 | -11 | 5 | -4 | 3 | -2 | -0.8 | -2 | i |
| CCN(CC)CC#CCC(O)(c1ccccc1)C1CCCC1 (centres undefined) | -11 | 0 | 0 | -3 | 2 | -9 | -1.1 | -12 | i |

The results go on:
| Structure | FAS TE block | MLLE-PAM2 inh | Rin1 Abl inh | CSN deneddyl inh | MT1-MMP act inh | eLon inh | MsrA inhibitor | MsrA act | Rpn11 inh |
| --- | --- | --- | --- | --- | --- | --- | --- | --- | --- |
| COc1ccc2c(CC(=O)OCC(=O)c3ccccc3OC)coc2c1 | 18 | 13 | -1 | 4 | 1 | -5 | 0.7 | -6 | i |
| CCCCOc1ccc(C(=O)Oc2cccnc2)cc1 | 2 | 8 | 0 | 3 | 4 | -5 | -0.3 | -2 | i |
| CN(C)c1ccnc(-n2cccc2/C=N/OCc2cccc(F)c2)c1C#N | 0 | -8 | -2 | -1 | -2 | 3 | -0.1 | -4 | i |
| Cc1c(CN2CCC(CO)(CC3CCCCO3)CC2)cnn1C (centres undefined) | -6 | 9 | 1 | -9 | -2 | -8 | 2.1 | -3 | i |
| O=C(Nc1ccon1)c1cccc(S(=O)(=O)N2CCCCC2)c1 | -4 | -6 | -1 | -5 | -1 | 10 | -0.4 | -3 | i |
| COC(=O)c1ccccc1S(=O)(=O)N1CCC(C(=O)NC2CCCCC2)CC1 | -3 | -25 | -1 | 0 | -2 | -5 | -0.5 | 11* | i |
| O=C(C[C@@H]1C[C@H]2c3cc(NC(=O)NC4CCCCC4)ccc3O[C@H]2[C@H](CO)O1)NC1CCCCC1 | -8 | 2 | 4 | 0 | -1 | -1 | -0.4 | 0 | i |
| COc1ccc(C2C(C#N)=C(N)Oc3cc(O)ccc32)cc1 (centres undefined) | 23 | -23 | 2 | -5 | -9 | -5 | 0.5 | -2 | i |
| Cn1ncc(Cl)c1C(=O)N1CCOCC1 | -11 | 7 | -1 | 1 | -1 | -14 | -1.7 | -4 | i |
| O=C(NC1CCCCC1)c1ccc(N2CCOCC2)c([N+](=O)[O-])c1 | -3 | -14 | -9 | 4 | -1 | 4 | 0.7 | -3 | i |
| CS(=O)(=O)c1ccc2nc(NC(=O)CN3CCN(Cc4ccccc4)CC3)sc2c1 | -2 | 27 | -2 | 2 | -8 | 0 | -1.2 | -1 | i |
| O=C(COc1ccc(-c2nnco2)cc1)NC1CCS(=O)(=O)C1 (centres undefined) | -12 | -2 | -2 | -6 | -1 | 0 | -0.9 | -1 | i |
| CC1(C)CCSC(/C=C/c2ccccc2)=N1 | -1 | 14 | -2 | 5 | -15 | 1 | 1.7 | -4 | i |
| O=C(CCn1c(=O)oc2ccccc21)NCCCN1CCCC1=O | -7 | -14 | 2 | -3 | 7 | -13 | 0.6 | -4 | i |
| CCc1nn(CC(=O)NCCCN2CCc3ccccc3C2)c(=O)c2cc3sccc3n12 | -5 | 24 | -7 | 5 | 2 | 4 | 0.6 | 3 | i |
| CC(C)CSC1=NSC2=NC(=O)/C(=C\c3coc4ccccc4c3=O)C(=N)N12 | -66 | i | -4 | -75 | -93 | -256 | 1.1 | 2 | i |
